Assay outcomes (PubChem)
TexasRed fluor: counter-screen for TRb-SRC2 inhibitors: fluorescence interference | TRb/SRC2 Texas Red total fluorescence interference | Potency, µM (highest dose often 106 µM), for inactives: at the top dose fluorescence change, negative = quenching | hit rate 0.29% among 280,000 | AID 1479; active = well fitted curve in either direction with a large enough effect; inconclusive = small, poorly fitted or top-dose-only effect
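Human TRb ligand-binding domain at 0.6 uM with 20 nM Texas Red SRC2 peptide in Tris buffer containing 1 uM T3 and 5% DMSO, incubated with compound 5 h at ambient temperature. Total fluorescence (555/632 nm) calculated as parallel + 2 × perpendicular.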
Tau ThT inhib: inhibitors of human tau fibril formation, thioflavin T binding | Potency, µM (series often up to 57.4 µM), without a hit: at the highest dose activity, negative = inhibition, most hits filed as inhibitors | hit rate 2.1% among 270,000 | AID 1460 | recombinant tau K18 P301L, heparin-induced fibrillization, ThT fluorescence | P10636; also: nearly all actives have a fitted effect of over 55% in size
Target sequence (P10636 561-689 P618L limits assumed): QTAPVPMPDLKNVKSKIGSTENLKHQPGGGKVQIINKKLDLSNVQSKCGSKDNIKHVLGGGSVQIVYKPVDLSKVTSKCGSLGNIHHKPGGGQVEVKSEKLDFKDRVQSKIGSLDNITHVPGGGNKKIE
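Tau K18 P301L fragment (15 uM unlabeled plus 0.24 uM Alexa 594-labeled) in 100 mM sodium acetate pH 7 with compound, fibrillization induced by 20 uM heparin for 6 hr at 37 C. Thioflavin T (30 uM) added, fluorescence read after 1 hr (ex 450, em 510 nm).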
Tau FP inhib: inhibitors of human tau fibril formation | P10636 | K18 P301L tau heparin fibrillization, Alexa594 FP, 6 h | Potency, µM (series often up to 57.7 µM), for the others: top-dose activity, negative = inhibition, actives largely listed as inhibitors | hit rate 0.39% among 280,000 | AID 1468; also: nearly all actives have a fitted effect of over 55% in size
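Compound effects on tau fibrillization are measured by Alexa 594 fluorescence polarization (ex 555, em 632 nm). K18 P301L tau is used at 15 uM with 0.24 uM labeled tracer, and 20 uM heparin induces aggregation over 6 hr at 37 C.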
Tau fluor counter: counter-screen for tau fibril formation inhibitors; Potency, µM (titrated, usually from 57.7 µM), for the others: at the highest dose activity change, negative = decrease; tau K18 P301L (four-repeat tau fragment) Alexa594 fluorescence, heparin fibrillization; hit rate 0.93% among 280,000; also: nearly all actives have a fitted effect of over 55% in size
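Human K18 P301L tau (15 uM unlabeled plus 0.24 uM Alexa 594-labeled, final) in 100 mM sodium acetate pH 7 was mixed with compound and 20 uM heparin and incubated 6 hr at 37 C.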
TRb-SRC2 inh: inhibitors of human thyroid hormone receptor beta-SRC2 interaction; hit rate 0.065% among 280,000; P10828; AID 1469; TRbeta-SRC2 peptide binding, fluorescence polarization; receptor liganded with 1 µM T3; Potency, µM (doses to about 106 µM), for the others: at the top dose activity change, negative = inhibition, usual class: inhibitors;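 also: plate controls were bound peptide for no effect and peptide without receptor for full effect; nearly all actives have a fitted effect of over 50% in size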
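Decrease in fluorescence polarization of 20 nM Texas Red SRC2 coactivator peptide flagged inhibition of its binding to 0.6 uM TRb LBD; 1 uM T3 included, incubation 5 hr, ex 555/em 632 nm.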
aGal spleen mod: alpha-galactosidase A (human) modulation | P06280 | human spleen homogenate, 4MU-alpha-Gal fluorescence, 40 min | Potency, µM (doses to about 80 µM), for inactives: at the highest dose activity change, negative = inhibition, actives largely listed as inhibitors | hit rate 0.008% among 240,000;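 also: 0% = enzyme with vehicle and -100% = no enzyme basal signal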
Target sequence (P06280 32-429 limits assumed): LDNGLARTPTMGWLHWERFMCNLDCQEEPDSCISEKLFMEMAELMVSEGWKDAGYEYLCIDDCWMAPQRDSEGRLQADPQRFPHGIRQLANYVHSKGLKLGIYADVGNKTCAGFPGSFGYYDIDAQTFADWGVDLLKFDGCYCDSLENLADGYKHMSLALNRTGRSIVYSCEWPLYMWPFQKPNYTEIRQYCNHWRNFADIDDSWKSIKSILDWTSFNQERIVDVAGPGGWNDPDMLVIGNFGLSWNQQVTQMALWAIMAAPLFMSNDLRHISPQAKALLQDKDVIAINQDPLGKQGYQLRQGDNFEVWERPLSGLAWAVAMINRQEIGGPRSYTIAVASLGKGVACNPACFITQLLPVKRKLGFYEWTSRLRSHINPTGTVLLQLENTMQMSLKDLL
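Fluorogenic readout (Ex 365/Em 440 nm) of 4-methylumbelliferone released from 1 mM 4-MU-alpha-galactoside by spleen homogenate, 40 min at 37C, pH 5.0. Data normalized to no-enzyme and enzyme controls; Hill-equation AC50 from compound titrations.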
ALDH1A1 inh: inhibitors of human aldehyde dehydrogenase 1A1; Purified ALDH1A1, NADH fluorescence, propionaldehyde substrate; Potency, µM (doses to about 75.3 µM), without a hit: top-dose activity, negative = inhibition, hits mostly inhibitors; hit rate 7.3% among 220,000; active = well fitted inhibition curve with a large enough effect, not every such curve was filed as active; inconclusive = small, poorly fitted or top-dose-only effect, or another doubt; inactive = no such curve, though single readings can be large or run the other way;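 also: plate controls were no enzyme wells and a reference inhibitor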
Target sequence (P00352 whole entry, looked up): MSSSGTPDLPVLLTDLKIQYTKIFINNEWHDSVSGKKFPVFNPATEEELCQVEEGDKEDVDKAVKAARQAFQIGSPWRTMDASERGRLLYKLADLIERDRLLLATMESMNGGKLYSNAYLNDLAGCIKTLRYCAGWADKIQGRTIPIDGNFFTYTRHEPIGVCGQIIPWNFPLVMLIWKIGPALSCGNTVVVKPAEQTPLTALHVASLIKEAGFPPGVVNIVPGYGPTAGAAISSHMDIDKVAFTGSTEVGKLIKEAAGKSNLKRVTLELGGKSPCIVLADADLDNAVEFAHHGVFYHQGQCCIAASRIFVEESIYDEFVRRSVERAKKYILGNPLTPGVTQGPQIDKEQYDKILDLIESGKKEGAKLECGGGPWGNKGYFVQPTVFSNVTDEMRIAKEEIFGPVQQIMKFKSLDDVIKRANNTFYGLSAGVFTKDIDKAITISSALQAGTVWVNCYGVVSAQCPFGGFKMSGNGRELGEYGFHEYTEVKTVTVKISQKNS
L3MBTL1 inh: blocks human L3MBTL1; AlphaScreen L3MBTL1–H3K9me1 peptide binding; Potency, µM (top dose mostly 57.1 µM), for the others: at the highest dose activity, negative = inhibition, usual class: inhibitors; hit rate 0.66% among 230,000; also: nearly all actives have a fitted effect of over 60% in size
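Displacement of a biotinylated histone H3(1-15) peptide monomethylated at Lys9 (75 nM) from L3MBTL1 (50 nM) was measured by AlphaScreen after a 30 min room-temperature compound incubation; cefsulodin titration served as intraplate control.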
* = called active by the depositor; ? = inconclusive; nt = not tested or not shown; [ ] = dose if it differs, or a comment. Unless noted, calls follow the shape of the dose curve; as a rule, active = well fitted curve in the direction sought with a large enough effect; inconclusive = small, poorly fitted or top-dose-only effect, or another doubt; inactive = no such curve, though single readings can be large; an effect the other way counts as inactive or inconclusive. Unless noted, % is scaled to controls: 0 for no effect and ±100 for the full control effect; potency is read from the fitted curve at half-maximal effect. No enrichment for hits; about 8.5% have a hit in one of these screens.

# | Compound | TexasRed fluor | Tau ThT inhib | Tau FP inhib | Tau fluor counter | TRb-SRC2 inh | aGal spleen mod | ALDH1A1 inh | L3MBTL1 inh
1 | Cc1cc(N2CCOCC2)nc(SCc2ccc(Cl)cc2Cl)n1 | -3% | -12% | -8% | -17% | -7% | -3% | 3% | 8%
2 | Cc1cccc(C)c1-n1nnnc1SCSc1nnnn1-c1c(C)cccc1C | 1% | -4% | -7% | -4% | 6% | -3% | ? | 4%
3 | CC(C)CC(=O)NC(=S)Nc1ccc(N2CCOCC2)c(Cl)c1 | -1% | ? | 10% | ? | 5% | 6% | -12% | -11%
4 | COc1cccc(NC(=O)N2CCCC2C(=O)NC2CC2)c1 (stereo unspecified) | 1% | -6% | -1% | -5% | -13% | -10% | 22% | nt
5 | Nc1nc2c(s1)C(=O)CCC2 | 1% | -3% | 3% | 6% | -4% | 6% | ? | 4%
6 | CC1CC(C)CN(S(=O)(=O)c2cc(C(=O)O)c(Cl)s2)C1 (stereo unspecified) | -1% | 1% | 3% | 5% | 4% | 0% | -12% | 8%
7 | COc1ccc(CNc2cc(-c3ccc(OC)cc3)nc3nncn23)cc1 | -2% | -4% | -1% | -5% | -2% | nt | nt | nt
8 | CN(C)CCN(Cc1ccco1)C(=O)c1cc2c(Cl)nc3ccccc3c2s1 | 0% | -8% | 0% | -1% | 0% | 2% | ? | 13%
9 | Cc1cc(C)n2nc(SCC(=O)N/N=C/c3ccc(F)cc3)nc2n1 | -7% | -2% | -1% | 1% | -4% | -10% | 7% | 2%
10 | O=C1C(Cl)=C(NCC2CCCO2)C(=O)N1CCc1ccccc1 (stereo unspecified) | 0% | -13% | 10% | -1% | -6% | -12% | ? | 23%
11 | CCCCCOC(=O)Cn1c(=O)c2c(nc(N3CCOCC3)n2C)n(C)c1=O | -2% | -6% | -7% | -4% | -11% | 3% | 3% | nt
12 | COc1cc2nc(CN(C)CC(=O)Nc3ccc(N4CCOCC4)cc3)[nH]c(=O)c2cc1OC | -1% | -2% | -2% | -3% | 3% | -1% | 28µM* | 1%
13 | CCOC(=O)C1=C(CC)Nc2ccccc2N=C1NC(=O)Nc1ccc(Cl)c(Cl)c1 | 0% | ? | 13µM* | ? | 5% | 2% | 2% | nt
14 | Cc1ccc2nc(NC(=O)Cc3cccs3)sc2c1 | -1% | 5% | -10% | -28% | -20% | 6% | 7.9µM* | nt
15 | Oc1ccc(/C=N/Nc2ncnc3nc[nH]c23)cc1 | -17% | nt | 16% | -23% | -5% | -5% | nt | nt
16 | COc1cccc(NC(=O)Nc2ccc3c(c2)N(C)C(=O)CS3)c1 | -7% | ? | 2% | 14µM*[quencher] | 7% | -15% | -5% | nt
17 | CCOCCCNC(=O)C1CCCN1C(=O)NC1CCCCC1 (stereo unspecified) | -3% | -5% | 4% | -6% | -18% | 11% | -4% | nt
18 | CC(C)(C)C(=O)Nc1nnc(COc2ccc(Cl)cc2)s1 | -1% | -5% | -6% | -21% | 3% | 3% | nt | 7%
19 | CC(C)c1ccc(O)c(NC(=O)c2cncc(Br)c2)c1 | 2% | -7% | 1% | -24% | -4% | 2% | -5% | -3%
20 | CCC(=O)Nc1ccccc1C(=O)OCC(=O)Nc1ccc(S(N)(=O)=O)cc1 | 2% | -3% | -3% | 0% | -2% | -9% | ? | 3%
21 | COc1ccc(C(=O)NCCC(C)C)cc1S(=O)(=O)N1CCOCC1 | 1% | -7% | 4% | 4% | -9% | 0% | -13% | 4%
22 | COCC(C)NC(C(=O)Nc1ccc(Cl)c([N+](=O)[O-])c1)c1ccccc1 (stereo unspecified) | 2% | -4% | 2% | -8% | -1% | -2% | ? | 5%
23 | CCn1c(CCNC(=O)c2ccc(Cl)cc2Cl)n[nH]c1=S | -1% | -6% | -2% | 0% | -8% | 8% | -5% | 4%
24 | COc1ccccc1-n1c(CNC(=O)c2ccc(S(=O)(=O)N3CCOCC3)cc2)n[nH]c1=S | -1% | -10% | 4% | -7% | -10% | -4% | ? | nt
25 | CCOC(=O)NC(=O)/C(C=Nc1ccc(Cl)c(Cl)c1Cl)=C(\C)O | -2% | 4% | 5% | 2% | -4% | -14% | -6% | 1%
26 | O=C(NCc1ccncc1)Nc1ccccc1Cl | -1% | -1% | 4% | 5% | -14% | 4% | 2% | 3%
27 | Cc1ccc(NC(=O)CN2CCC(NC(=O)C3CCCCC3)CC2)c(Br)c1 | -1% | -11% | 4% | -8% | 3% | 2% | 1% | ?
28 | O=C(Nc1ccc(Cl)cc1C(=O)N1CCCC1)c1cccc([N+](=O)[O-])c1 | -4% | -2% | -4% | -7% | 4% | 6% | 7% | -3%[11.4 µM]
29 | Cc1ccc(CNC(=O)C2CCN(S(=O)(=O)c3c(C)noc3C)CC2)cc1 | 2% | -4% | 7% | 2% | 0% | 1% | 2% | nt
30 | Cc1cccc(NC(=O)c2nc[nH]c2C(=O)NCC(=O)OC(C)(C)C)c1 | -1% | 10% | ? | -30% | -1% | 4% | nt | nt
31 | CC(=O)CCC1C2C(O)C(C(C)C)C(OC(=O)/C=C/c3ccccc3)CC12C (stereo unspecified) | 2% | -13% | 9% | -3% | 6% | -21% | nt | nt
32 | CC(C)Cn1c(-c2cccc(Br)c2)nc2ccccc21 | -2% | -15% | -2% | -14% | 3% | nt | nt | nt
33 | COc1ccc(-c2cn3cccnc3n2)cc1F | -1% | -15% | -7% | -3% | -4% | ? | ? | 1%
34 | CCOC(=O)c1sc(NC(=O)c2ccc(S(=O)(=O)N3CCCCC3)cc2)nc1-c1ccccc1 | 5% | -2% | ? | -16% | 2% | -1% | ? | -5%
35 | CCOCCCNc1ccc(-c2ccccc2)nn1 | 0% | -10% | 5% | -5% | -3% | 2% | 0% | nt
36 | CCCC(=O)Nc1ccc2oc(-c3cccnc3)nc2c1 | 2% | -14% | 3% | -10% | -1% | 1% | ? | 9%
37 | COc1ccc(CN(C(=O)Cc2c[nH]c3ccccc23)C(C(=O)NC2CCCCC2)c2ccc(C)o2)cc1 (stereo unspecified) | -2% | -9% | 6% | -27% | 4% | -3% | 6.3µM* | -1%
38 | CC(C)c1ccc(CN(C)CC(O)c2ccccc2)cc1 (stereo unspecified) | -1% | -6% | -1% | -9% | 0% | 1% | -14% | nt
39 | Cc1ccc(Cl)cc1-n1ncc2c(NCCC3=CCCCC3)ncnc21 | 1% | -12% | 0% | -20% | -1% | nt | nt | nt
40 | COc1cccc(CC(=O)N2CCCC(CCC(=O)N3CCN(c4ccccn4)CC3)C2)c1 (stereo unspecified) | -4% | 2% | -7%[2.34 µM] | -7%[2.34 µM] | 5% | 7% | 3% | 6%
41 | Cc1nn(-c2ccccc2)c(Cl)c1/C=N/NC(=O)CNC(=O)c1ccccc1Cl | 1% | -17% | 8% | -16% | 0% | -5% | 7.1µM* | -2%
42 | CC1(c2nnc(-c3ccc(Cl)cc3)o2)CC(c2c(Cl)cccc2Cl)=NO1 (stereo unspecified) | -2% | -14% | -3% | -16% | 5% | 3% | nt | nt
43 | COc1ccc(-c2ccc(C(c3c(C)[nH][nH]c3=O)c3c(C)[nH][nH]c3=O)o2)c([N+](=O)[O-])c1 | -4% | 7.9µM* | ? | -19% | ? | -3% | 10µM* | -21%
44 | CCOC(=O)N(Cc1ccccc1)C(C(=O)O)C(C(=O)O)N(Cc1ccccc1)C(=O)OCC (stereo unspecified) | -1% | 11% | -1% | 0% | 4% | -1% | ? | ?
45 | COc1ccc2c(C)c(CCC(=O)NCc3ccc(C)cc3)c(=O)oc2c1 | 1% | -6% | -2% | -9% | 3% | nt | nt | nt
46 | Cc1cc2c(ncn2C)c(NS(=O)(=O)c2ccc(Cl)cc2)c1C | -2% | -8% | 2% | -10% | 8% | -6% | -7% | 5%
47 | CCOC(=O)c1nnn(-c2ccccc2)c1C | -1% | 3% | 5% | 1% | 8% | 2% | 3% | 8%
48 | CSc1n[nH]c(=O)n1-c1ccc(Cl)cc1 | 0% | 0% | 2% | 8% | -3% | -6% | 11% | -1%
49 | COc1ccc([C@@H]2C[C@@H](c3ccccc3)Oc3cc(OC)c(OC)c(OC)c32)cc1 | 0% | -4% | 0% | -1% | 7% | -6% | nt | nt

An excerpt from above in order of length of the SMILES, highest first.
# | Compound | TexasRed fluor | Tau ThT inhib | Tau FP inhib | Tau fluor counter | TRb-SRC2 inh | aGal spleen mod | ALDH1A1 inh | L3MBTL1 inh
49 | COc1ccc([C@@H]2C[C@@H](c3ccccc3)Oc3cc(OC)c(OC)c(OC)c32)cc1 | 0% | -4% | 0% | -1% | 7% | -6% | nt | nt
12 | COc1cc2nc(CN(C)CC(=O)Nc3ccc(N4CCOCC4)cc3)[nH]c(=O)c2cc1OC | -1% | -2% | -2% | -3% | 3% | -1% | 28µM* | 1%
40 | COc1cccc(CC(=O)N2CCCC(CCC(=O)N3CCN(c4ccccn4)CC3)C2)c1 (stereo unspecified) | -4% | 2% | -7%[2.34 µM] | -7%[2.34 µM] | 5% | 7% | 3% | 6%
28 | O=C(Nc1ccc(Cl)cc1C(=O)N1CCCC1)c1cccc([N+](=O)[O-])c1 | -4% | -2% | -4% | -7% | 4% | 6% | 7% | -3%[11.4 µM]
20 | CCC(=O)Nc1ccccc1C(=O)OCC(=O)Nc1ccc(S(N)(=O)=O)cc1 | 2% | -3% | -3% | 0% | -2% | -9% | ? | 3%
8 | CN(C)CCN(Cc1ccco1)C(=O)c1cc2c(Cl)nc3ccccc3c2s1 | 0% | -8% | 0% | -1% | 0% | 2% | ? | 13%
32 | CC(C)Cn1c(-c2cccc(Br)c2)nc2ccccc21 | -2% | -15% | -2% | -14% | 3% | nt | nt | nt
47 | CCOC(=O)c1nnn(-c2ccccc2)c1C | -1% | 3% | 5% | 1% | 8% | 2% | 3% | 8%
5 | Nc1nc2c(s1)C(=O)CCC2 | 1% | -3% | 3% | 6% | -4% | 6% | ? | 4%
